UTI89 phage lysis: inhibition of K1F phage lysis, E. coli UTI89, bacterial capsule biogenesis inhibitors, alamar blue (AID 488966). E. coli UTI89 K1F phage lysis, alamar blue, 2 h; higher % means a stronger effect. inhibition, % at 100 µM, or IC50 in µM where a hit was titrated. 340,000 tested, 0.02% active;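 active = phage lysis inhibition, versus mean bacterial control, above a set limit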;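 also: capsule biogenesis inhibitors block K1F phage lysis so surviving cells raise fluorescence; higher fluorescence means more inhibition of phage lysis; actives were called in the ten point dose series up to 300 µM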
An asterisk follows results filed as active; i = inactive; [ ] = dose if it differs, or a comment. A portion of the library; rates above refer to the full screens.

Structure	UTI89 phage lysis
Nc1nc2ccc(C(=O)Nc3ccc(N4CCOCC4)cc3)cc2s1	i
COc1ccc(OC)c(/C=N/N(CCC#N)C2=NS(=O)(=O)c3ccccc32)c1	0.1%
CCCC[C@@H]1CCCO[C@@](C(=O)NCc2cc(C)n(C)n2)(C(F)(F)F)C1	0.4%
COc1ccc(N2CCN(C(=O)COC(=O)CSc3ccccc3)CC2)cc1	-0.7%
NCC1CC2c3ccccc3C1c1ccccc12 (stereo not given)	0.2%
COc1cccc(-n2c(=O)c3sccc3n(CC(=O)NC3CCCCC3)c2=O)c1	0.1%
COc1ccc(OC)c(S(=O)(=O)N2CCN(c3ccccc3OC)CC2)c1	-0.1%
COc1cccc(NC(=O)c2c([N+](=O)[O-])cnn2C)c1	-0.1%
CCCc1nnc(SCC(=O)NC2CCCCC2)n1CCOC	0.2%
CCOc1ccc(N(CC(=O)Nc2cccc(C)c2)S(C)(=O)=O)cc1	-0.1%
C#Cc1ccc([C@H]2C=C(C(=O)O)O[C@@H](OCCCCO)C2)cc1	1.0%
COc1ccc(OCC(=O)Nc2ccc3c(c2)C(=O)NC3=O)cc1	-0.4%[50 µM]
Cc1cc(C(=O)NC2CCCc3c2cnn3-c2cc(F)cc(F)c2)nn1C (stereo not given)	0.1%
Cc1ccc(C(=O)N2CCN(Cc3ccc4c(c3)OCO4)CC2)c(Cl)c1	2.3%
CCN(CC)C(=O)C1CCCN(C(=O)c2cc(COc3cccc(OC)c3)on2)C1 (stereo not given)	-0.1%
CSc1nc2[nH]c(=O)n(O)c(=O)c2n1Cc1ccccc1	1.7%
Cc1cccc(NC(=O)[C@H](C)NC(=O)[C@@H]2Cc3ccccc3CN2C(=O)OC(C)(C)C)c1	0.3%
O=C(COC(=O)c1ccc(O)cc1)c1ccc(S(=O)(=O)N2CCCCC2)cc1	0.7%[50 µM]
COc1ccc(NC(=O)C(=O)NCCC2CCCCN2S(=O)(=O)c2cccs2)cc1 (stereo not given)	0.4%
COc1ccccc1C(=O)NNC(=O)Cc1ccccc1	0.2%
COc1ccc(CCNC(=S)NNC(=O)c2c(Br)c(C)nn2C)cc1OC	-0.2%
CN(CCO)S(=O)(=O)c1ccc2c(c1)C(=O)c1cc(S(=O)(=O)N(C)CCO)ccc1-2	-1.9%
Cc1sc2nc(SCC(=O)Nc3ccc(S(N)(=O)=O)cc3)[nH]c(=O)c2c1C	0.3%[50 µM]
Cc1cccnc1NC(=O)C(c1ccccc1)c1ccccc1	-0.4%
O=S(=O)(N(Cc1ccccc1)[C@@H](CO)Cc1ccccc1)N(Cc1ccccc1)[C@@H](CO)Cc1ccccc1	1.8%
CC(=O)Nc1ccc(N(C(=O)c2ccco2)C(C(=O)NC2CCCC2)c2ccc(N(C)C)cc2)cc1 (stereo not given)	0.4%
COCCN(C(=O)COC(=O)Cc1c[nH]c2ccccc12)c1c(N)n(Cc2ccccc2)c(=O)[nH]c1=O	1.3%[50 µM]
CCOc1ccc(NS(=O)(=O)c2ccc(C(=O)NCC3(N(C)C)CCCCC3)cc2)cc1	-1.1%
Cc1ccc(NS(=O)(=O)c2ccc3c(c2)CC(=O)N3)c(C)c1	-0.8%
CSc1nc(N)nc2c1ncn2CC(=O)NCC1CCCO1 (stereo not given)	0.2%
CC(C)(C)NC(=O)CC1C[C@H](C(=O)N2CCCCC2)[C@@]2(C)c3[nH]c4ccccc4c3CCN2C1=O (stereo not given in full)	0.2%
CC(C)(C)CN1C(=O)C(=O)NC[C@@H]1CCCCN	0.5%
O=C(COc1ccc(Cl)cc1)Nc1cc(NC(=O)COc2ccc(Cl)cc2)cc(C(=O)O)c1	3.1%
COc1cccc(C(=O)OCC(=O)N2CCC(Cc3ccccc3)CC2)c1OC	0.0%[50 µM]
COCC1CCN(C(=O)C2CCC(=O)N(C3CCCC3)C2)CC1 (stereo not given)	0.3%
CCN(CC)CCCN1C=C2C(=O)C(C)(OC(=O)CCC(=O)OC)C(=O)C(Br)=C2C=C1c1ccc(OC)cc1 (stereo not given)	1.4%
Cc1c(C(=O)NC(C)c2ccccn2)oc2c(Cl)cccc12 (stereo not given)	0.5%[50 µM]
CN(C)c1ccc(/C=C2\C(=N)N3N=C(CC(=O)N4CCCC4)SC3=NC2=O)cc1Br	0.2%
COc1cc2c(cc1OC)C(c1ccc(N(C)C)cc1)NCC2 (stereo not given)	0.2%
Fc1cc(Br)cc(F)c1NC(=S)N1CCOCC1	0.2%
CCN(CC(=O)NC(C)(C)C)Cc1cc(=O)n2c(-c3ccccc3)csc2n1	0.3%
CCCCCCSc1cc(-c2nc3cc(C)ccn3c2NCCCC)ccc1OC	3.3%
CC(=O)OCCCN(C)CC/C=C1/c2ccccc2CSc2ccccc21	0.2%
Cn1c(=O)c2c(ncn2CCOc2ccc(F)cc2)n(C)c1=O	0.1%
CC(C)n1nccc1N(Cc1ccc(C#N)cc1)S(=O)(=O)c1ccccc1	0.2%
Cc1cc(OCC(=O)N(Cc2cccs2)C2CCS(=O)(=O)C2)ccc1Cl (stereo not given)	-0.4%
Cc1cc(C)c(NC(=O)CNC(=O)c2ccccc2OCc2c(C)noc2C)c(C)c1	1.5%[50 µM]
CC1CCC2(CC1)NC(=O)N(CC(=O)N1CCN(C(=O)c3cccs3)CC1)C2=O (stereo not given)	1.3%[50 µM]
CCC(C(=O)NC(C)c1ccccc1)C(=O)NC(C)c1ccccc1 (stereo not given)	0.2%
COc1cc2c(cc1CN1CCN(C(=O)c3cc(OC)c(OC)c(OC)c3)CC1)OCO2	0.2%
O=C(CCC(=O)N1CCSc2ccccc21)NCc1ccc(Cl)cc1	-1.4%
COc1ccc(CCC(=O)NNC(=O)Nc2ccc(C(C)=O)cc2)cc1	0.1%[50 µM]
CC(C)[C@H](NC(=O)N1CCn2c1nc1ccccc12)C(=O)NCc1ccccc1Cl	0.5%
O=C(CSc1nncn1-c1ccccc1)Nc1cc(F)ccc1F	0.2%
CCn1c(C)nc2cc(C(=O)NN=Cc3ccccc3OC(F)F)ccc21	0.2%[50 µM]
C=CCN1C(=O)CSc2ccc(C(=O)NCc3ccc(F)cc3)cc21	0.2%
O=C(Nc1ccc(F)cc1)Nc1cccnc1	-0.5%[50 µM]
COc1ccc2oc(C(=O)OCC(=O)Nc3ccc(NC(C)=O)cc3)c(C)c2c1	1.4%[50 µM]
CC(C)(C)N(Cc1ccccc1)C(=O)COC(=O)C1CC(=O)N(Cc2ccccc2)C1 (stereo not given)	-0.5%[50 µM]
CCN(c1ccc(C)cc1C)S(=O)(=O)c1nnc(NC(=O)c2ccco2)s1	0.4%

More records follow:
Structure	UTI89 phage lysis
Cc1ccc(NC(=O)C2C3C=CC4(O3)C2C(=O)N(CCCN2CCCC2)C4C(=O)NC2CCCCC2)cc1Cl (stereo not given)	0.1%
CCCN1C(=O)c2ccccc2NC1c1ccc(Cl)c(Cl)c1 (stereo not given)	0.2%
O=C(CSc1nnc(NC2CC2)s1)NN1C(=O)NC2(CCCCC2)C1=O	0.0%[50 µM]
Cc1ccc(Cn2ccnc2SCC(=O)NC2CCCC2)cc1	0.6%[50 µM]
O=C(c1ccc(=O)[nH]c1)N1CCN(S(=O)(=O)c2ccc3ccccc3c2)CC1	0.9%[50 µM]
CC(=O)N1CCN(C(=O)c2ccc(-c3ccccc3Cl)o2)CC1	0.0%[50 µM]
Cc1ccc(S(=O)(=O)N2CCN(Cc3cc(C(C)(C)C)ccc3O)CC2)cc1	0.5%
O=C(COC(=O)CCNS(=O)(=O)c1ccccc1)NNC(=O)c1ccccc1	1.0%[50 µM]
CC(C#N)(NC(=O)CN1CCN(S(=O)(=O)c2ccc(Br)cc2Cl)CC1)C1CC1 (stereo not given)	0.7%[50 µM]
Cc1cc2nccc(-c3ccc(Cl)cc3Cl)n2n1	0.2%
CN(Cc1ccc(F)cc1)C(=O)c1cccc(NS(=O)(=O)c2ccccc2)c1	0.0%
CC(C)CNC(=O)C1Nc2ccc(OC(F)(F)F)cc2C2C=CCC12 (stereo not given)	0.8%
CN1CCc2cccc3c2C1Cc1ccc(O)c(O)c1-3 (stereo not given)	5.7%
CCc1cc(C(=O)N2CCN(S(=O)(=O)c3ccc(Cl)cc3)CC2)sc1C	0.4%[50 µM]
CCOC(=O)C1=CN(Cc2ccccc2)CCC1=O	0.0%
CN(C)C(=O)c1ccc(Nc2ncnc3sc4c(c23)CCCCC4)cc1	0.5%
CCSc1nsc(NC(=O)Nc2cccc(OC)c2)n1	0.3%
Cc1ccc(N=Cc2ccccc2O)cc1Cl	0.1%
CCN(C(=O)c1ccc(Cl)c(S(=O)(=O)Nc2c(C)n(C)n(-c3ccccc3)c2=O)c1)c1ccccc1	0.6%[50 µM]
O=C(CSC(=S)N1CCCC1)NCCc1ccccc1	1.9%[50 µM]
OC(CC#CCN1CCCCC1)(c1ccccc1)c1ccccc1	-0.6%
COc1ccc(C2=CSC3=NCCN23)cc1OC	0.4%
CNC(=S)N1CCN(c2nc(-c3ccc(F)cc3)cs2)CC1	0.2%
CCOC(=O)OC(C)OC(=O)[C@@H]1N2C(=O)[C@@H](NC(=O)[C@H](N)c3ccccc3)[C@H]2SC1(C)C (stereo not given in full)	i
COc1ccc(-c2cc(=O)oc3c(C)c(OCC(=O)NCCCn4ccnc4)ccc23)cc1	-0.3%
CN(Cc1ccccc1)C(=O)c1[nH]cnc1C(=O)Nc1nccs1	0.1%
CCOC(=O)C1CCCN(S(=O)(=O)Cc2ccc(Cl)cc2)C1 (stereo not given)	0.2%
CN(C(=O)c1cccc(NC(=O)Cc2ccc([N+](=O)[O-])cc2)c1)C1CCCC1	-2.6%
COc1ccc2c(=O)cc(-c3ccncc3)oc2c1OC	-2.2%
CC1=NN(C(N)=S)C(=O)C1N=Nc1ccc(F)cc1 (stereo not given)	0.1%

Fetched by structure from above (4):
Structure	UTI89 phage lysis
Cc1ccc(N=Cc2ccccc2O)cc1Cl	0.1%
O=C(COC(=O)c1ccc(O)cc1)c1ccc(S(=O)(=O)N2CCCCC2)cc1	0.7%[50 µM]
Cc1ccc(NC(=O)C2C3C=CC4(O3)C2C(=O)N(CCCN2CCCC2)C4C(=O)NC2CCCCC2)cc1Cl (stereo not given)	0.1%
O=C(Nc1ccc(F)cc1)Nc1cccnc1	-0.5%[50 µM]

The main list resumes, repeating the 6 entries before the break.
Structure	UTI89 phage lysis
COc1ccc(-c2cc(=O)oc3c(C)c(OCC(=O)NCCCn4ccnc4)ccc23)cc1	-0.3%
CN(Cc1ccccc1)C(=O)c1[nH]cnc1C(=O)Nc1nccs1	0.1%
CCOC(=O)C1CCCN(S(=O)(=O)Cc2ccc(Cl)cc2)C1 (stereo not given)	0.2%
CN(C(=O)c1cccc(NC(=O)Cc2ccc([N+](=O)[O-])cc2)c1)C1CCCC1	-2.6%
COc1ccc2c(=O)cc(-c3ccncc3)oc2c1OC	-2.2%
CC1=NN(C(N)=S)C(=O)C1N=Nc1ccc(F)cc1 (stereo not given)	0.1%
O=C(Cn1cccc1C(=O)c1ccccc1)NCCCc1ccccc1	0.2%
Cc1cc(SCC(=O)N(CC(C)C)c2c(N)n(CC(C)C)c(=O)[nH]c2=O)nc2ccccc12	0.1%[50 µM]
Cc1noc(C)c1CSCC(=O)Nc1cc(S(C)(=O)=O)ccc1Cl	0.5%
O=C(CCNS(=O)(=O)c1ccccc1)OCC(=O)c1ccc(F)cc1	1.1%[50 µM]
NC(=O)c1ccc(NC(=O)CSc2nnc(C3CC3)n2C2CC2)cc1	0.5%
Cc1nonc1NC(=O)CSc1ccccn1	0.1%
COc1ccccc1CN(C)C(=O)c1cccc(S(=O)(=O)N2CCCc3ccccc32)c1	-0.3%[50 µM]
CN1CCN(c2nc3ccccn3c(=O)c2C=C(C#N)C#N)CC1	0.5%
Cc1ccc(S(=O)(=O)N2CCN(C(=O)C3CCCC3)CC2)cc1C	0.1%
NCCCCCc1cn([C@@H](CO)C(=O)NCCCCCCCCCCC(=O)N2CCNCC2)nn1	1.7%
O=C(CNC(=O)OCc1ccccc1)OC(c1ccccc1)c1ccccc1	-3.1%
O=C(c1cccc(NC2=NC3CS(=O)(=O)CC3S2)c1)N1CCN(c2ccc(F)cc2)CC1 (stereo not given)	0.0%
COc1ccc(-c2sc(Nc3ccccc3)n[n+]2C)c(C)c1C	0.8%
C=CCCC(=O)NC1CC(C)(C)Cc2c1cnn2-c1cccc(F)c1 (stereo not given)	-1.6%
NC(=O)c1c(NC(=O)Cc2ccccc2)sc2c1CCN(Cc1ccccc1)C2	0.1%
c1cc[n+](CCCC[n+]2ccccc2)cc1	0.3%
O=C(COC(=O)CCC(=O)c1ccccc1)NNC(=O)c1ccc(Cl)cc1	0.6%[50 µM]
COc1ccc(C(C(=O)NC2CCCC2)N(C(=O)c2snc(C(N)=O)c2N)c2cccc(O)c2)cc1 (stereo not given)	0.3%
O=C(Nc1oc2ccccc2c(=O)c1-c1ccc(Cl)cc1)c1ccco1	0.2%
Cc1ccc(C(=O)NC2CCN(CC(=O)NC3CCC(C)CC3)CC2)cc1 (stereo not given)	0.0%
CCOC(=O)Cc1csc(NC(=O)CCN2C(=O)c3cccc([N+](=O)[O-])c3C2=O)n1	-0.3%
CCOC(=O)c1cnc2ccc(Br)cc2c1NCCCN1CCOCC1	0.0%
COc1ccc(C)cc1Nc1n[n+](-c2ccccc2)c(-c2ccc(NC(C)=O)cc2)s1	-0.6%
CCC(=O)OCC(=O)N=c1sccn1Cc1ccc(C)cc1	0.1%
CCn1c(SCC(=O)NC2CC2)nnc1-c1ccc(C)cc1	1.1%[50 µM]

Bioassay records as filed in PubChem.
